# HP1b binding inh – inhibitors of HP1-beta chromodomain binding to methylated histone tails; 390,000 compounds, 0.56% hits; P83916; Potency, µM (titrated, usually from 114 µM), inactives show top-dose activity change, negative = inhibition, actives largely listed as inhibitors; AID 540317; AlphaScreen HP1-beta / biotin-H3K9me3 peptide binding; note: potency is the fitted concentration of half-maximal effect; nearly all actives have a fitted effect of over 70% in size; inactives centre near 23
# Target sequence (P83916 whole entry, looked up): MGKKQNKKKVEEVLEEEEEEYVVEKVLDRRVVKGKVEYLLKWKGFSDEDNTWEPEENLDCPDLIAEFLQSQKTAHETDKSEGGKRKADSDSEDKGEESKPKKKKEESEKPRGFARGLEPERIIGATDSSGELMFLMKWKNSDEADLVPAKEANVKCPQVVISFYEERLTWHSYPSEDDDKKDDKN
#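 HP1-beta protein (50 nM final) preincubated 30 min at room temperature with biotinylated H3(1-18)K9me3 peptide (50 nM) in PBS pH 7.4, 0.01% Tween-20, then compound added for 30 min. AlphaScreen streptavidin donor/nickel chelate acceptor beads (10 ug/mL final), 30 min dark, luminescence read.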
# G9a block – blocks human histone lysine methyltransferase G9a. Q96KQ7. G9a H3K9 monomethylation, AlphaScreen, 2 h. Potency, µM (highest dose often 102 µM), inactives show at the top dose activity, negative = inhibition, hits mostly inhibitors. 350,000 compounds, 8.8% hits; note: potency is the fitted concentration of half-maximal effect; % is set by controls: 0 for no effect and ±100 for the full control effect; nearly all actives have a fitted effect of over 75% in size
#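 Quantitative HTS format: methyltransferase activity on a biotin-tagged H3K9 peptide is measured by AlphaScreen, using a rabbit anti-monomethyl-H3K9 antibody with streptavidin donor and anti-IgG acceptor beads. Final levels are 20 nM enzyme, 500 nM peptide, 20 uM SAM; 2 h RT.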
# Tb PGK inh – T. brucei PGK inhibition | PGK/GAPDH coupled, Kinase-Glo luminescence, 60 min | AID 602233 | Potency, µM (titrated, usually from 57.5 µM), for inactives: at the highest dose activity change, negative = inhibition, most hits filed as inhibitors | 380,000 compounds, 0.043% hits | P07378; note: potency is the fitted concentration of half-maximal effect; % is set by controls: 0 for no effect and ±100 for the full control effect; nearly all actives have a fitted effect of over 60% in size
#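 Recombinant glycosomal PGK reaction used 1,3-bisphosphoglycerate generated in-well by GAPDH (100nM final) in 100mM TEA pH 7.6, 5mM MgCl2, 0.01% Tween-20. After 60 minutes at room temperature, ATP was read by Kinase-Glo Plus luminescence end-point.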
# PI4K2A inh – PI4K2A (human) kinase inhibition | purified PI4K2A, ADP-Glo luminescence, 1 h; active compounds read low | 420,000 compounds, 0.13% hits | Q9BTU6 | activity change, negative = inhibition, % at 76.9 µM; in the data active = activity change below about -50%; inconclusive = mostly about -30% to -49%;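 note: -100% = wells without enzyme as full effect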
#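 Compounds are screened against recombinant PI4K2A using PI as substrate and ATP, the latter dispensed at 300 microM. Reactions run one hour at ambient temperature before ADP-Glo detection; full inhibition defined by wells lacking enzyme.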
# JMJD2A Tudor – JMJD2A Tudor domain (human) inhibition; O75164; Potency, µM (highest dose often 114 µM), for the others: top-dose activity change, negative = inhibition, hits mostly inhibitors; AID 504339; AlphaScreen JMJD2A-Tudor / H3K4me3 peptide binding; 390,000 compounds, 4.4% hits; note: potency is the fitted concentration of half-maximal effect; % is set by controls: 0 for no effect and ±100 for the full control effect; nearly all actives have a fitted effect of over 50% in size
# Pin1 inhibitor – blocks the human prolyl isomerase Pin1; Potency, µM (titrated, usually from 115 µM), for inactives: top-dose activity, negative = inhibition, most hits filed as inhibitors; AID 504891; Q13526; 390,000 compounds, 0.009% hits; Pin1 FP peptide displacement, HiFluor488, 10 min; active = well fitted inhibition curve with a large enough effect in the polarisation, with a control signal flat, not every such curve was filed as active; inconclusive = small, poorly fitted or top-dose-only effect, or effect the other way, or a change in a side signal; inactive = no such curve, though single readings can be large or run the other way; the % refers to the polarisation; note: potency is the fitted concentration of half-maximal effect; % is set by controls: 0 for no effect and ±100 for the full control effect
# Target sequence (Q13526 whole entry, looked up): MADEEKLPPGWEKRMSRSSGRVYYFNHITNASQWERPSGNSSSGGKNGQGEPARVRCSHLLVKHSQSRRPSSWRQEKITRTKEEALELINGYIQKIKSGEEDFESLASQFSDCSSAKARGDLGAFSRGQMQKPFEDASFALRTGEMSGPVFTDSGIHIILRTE
# ERG-DNA inh – ERG Ets/DNA interaction inhibition; AID 624246; 370,000 compounds, 0.028% hits; Potency, µM (titrated, usually from 76.9 µM), inactives show at the top dose FP activity, negative = inhibition, actives largely listed as inhibitors; fluorescence polarization, His-ERG Ets domain / labelled DNA; active = well fitted inhibition curve with a large enough effect in the polarisation, with a control signal flat; inconclusive = small, poorly fitted or top-dose-only effect, or effect the other way, or a change in a side signal; inactive = no such curve, though single readings can be large or run the other way; the % refers to the polarisation;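 note: polarization taken with two DNA probes labelled with fluorescein and Texas red; potency is the fitted concentration of half-maximal effect; % of control where 0% means no effect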
#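 His-tagged ERG Ets domain (1 uM in the protein solution; 300mM KCl, 50mM Tris-HCl, 1mM EDTA, 1mM DTT, pH 7.5) received compound, then a probe mix of 5 nM fluorescein-DNA and 100nM Texas-615-DNA. Fluorescence polarization was read for both dyes.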
# BAZ2B block – inhibitors of human BAZ2B bromodomain | AID 504333 | AlphaScreen BAZ2B-H3K14Ac peptide displacement | 360,000 compounds, 4.4% hits | Potency, µM (titrated, usually from 114 µM), for inactives: at the highest dose activity change, negative = inhibition, most hits filed as inhibitors; note: potency is the fitted concentration of half-maximal effect; % is set by controls: 0 for no effect and ±100 for the full control effect; nearly all actives have a fitted effect of over 60% in size
#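 Protein-peptide AlphaScreen: BAZ2B 50 nM, b-H3K14Ac 50 nM, 1x PBS pH 7.4 + 0.01% Tween-20. Preincubation 30 min RT; cpd 30 min RT (top 110 uM); beads 20 min RT, light-protected.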
# GLS inh – inhibitors of human glutaminase (GLS); O94925; GLS enzymatic activity, qHTS titration; Potency, µM (titrated, usually from 45.5 µM), for inactives: at the highest dose activity change, negative = inhibition, hits mostly inhibitors; 410,000 compounds, 0.21% hits; AID 624170; note: potency is the fitted concentration of half-maximal effect; % is set by controls: 0 for no effect and ±100 for the full control effect
# Target sequence (O94925 whole entry, looked up): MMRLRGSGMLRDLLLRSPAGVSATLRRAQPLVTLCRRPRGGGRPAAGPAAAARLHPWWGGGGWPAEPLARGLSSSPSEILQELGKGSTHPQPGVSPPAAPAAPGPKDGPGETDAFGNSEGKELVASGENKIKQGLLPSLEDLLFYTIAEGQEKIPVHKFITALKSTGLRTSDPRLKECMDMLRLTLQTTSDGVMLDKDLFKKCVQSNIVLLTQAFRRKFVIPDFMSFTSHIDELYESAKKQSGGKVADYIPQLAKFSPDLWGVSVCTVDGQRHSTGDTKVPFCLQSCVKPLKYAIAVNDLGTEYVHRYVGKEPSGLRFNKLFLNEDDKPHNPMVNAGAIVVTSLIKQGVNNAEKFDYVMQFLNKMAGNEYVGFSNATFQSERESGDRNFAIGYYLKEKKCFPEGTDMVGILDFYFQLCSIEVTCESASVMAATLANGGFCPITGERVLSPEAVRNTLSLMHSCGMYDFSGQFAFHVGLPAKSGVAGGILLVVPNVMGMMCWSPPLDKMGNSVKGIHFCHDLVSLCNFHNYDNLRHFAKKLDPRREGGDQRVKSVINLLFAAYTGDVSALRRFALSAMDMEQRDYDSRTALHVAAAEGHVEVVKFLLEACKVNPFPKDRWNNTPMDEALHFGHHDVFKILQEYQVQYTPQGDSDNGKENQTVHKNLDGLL
#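 Enzyme dispensed in phosphate buffer (45 mM, pH 8.2, 0.02% Tween-20), compounds pinned in, then 1 mM L-glutamine solution and the glutamate oxidase–HRP–Amplex Red mix added; fluorescence read immediately and again after 30 min at room temperature.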
# * marks the source's active call; other numbers are inactive results; i = inactive; ? = inconclusive; · = not tested or not shown; [ ] = dose if it differs, or a comment. Unless noted, calls come from the whole dose curve; as a rule, active = well fitted curve in the direction sought with a large enough effect; inconclusive = small, poorly fitted or top-dose-only effect, or another doubt; inactive = no such curve, though single readings can be large; an effect the other way counts as inactive or inconclusive.
no.	Structure	HP1b binding inh	G9a block	Tb PGK inh	PI4K2A inh	JMJD2A Tudor	Pin1 inhibitor	ERG-DNA inh	BAZ2B block	GLS inh
1	Cc1cccc(NC(=O)COC(=O)c2cc3ccccc3oc2=O)c1	40%[activator]	9%	-4%	1	-3%	1%	6%	-2%	-2%
2	CCOC(=O)c1c(S(=O)(=O)NCC(=O)Nc2cccc(C)c2C)c(C)n(C)c1C	21%	-48%	-1%	1	-12%	-6%	?	-2%	-13%
3	Cc1cc(=O)n2nc(N3CCCC(C(=O)NCc4ccccc4C)C3)sc2n1 (stereo not drawn)	52%[activator]	40%	-2%	4	-6%	0%	-16%	-6%	-7%
4	CCn1nnc(NC(=O)COc2ccc(C3CCCCC3)cc2)n1	36%[activator]	19%[59 µM]	-1%	0	-1%	-4%	9%	5%	3%
5	Cc1ccc(C)c(N2CCN(S(=O)(=O)c3c(C(=O)N4CCCCC4)c(C)n(C)c3C)CC2)c1	10%	79µM*	i	-3	?	-10%	3%	?	-4%
6	CCOc1cc(C(=O)OCC(=O)N(C)c2ccccc2)cc(OCC)c1OCC	41%[activator]	-1%	1%	3	2%	-3%	-17%	7%	0%
7	CC1CC(C)CN(S(=O)(=O)c2ccc(C(=O)N(C)Cc3ccccc3)cc2)C1 (stereo not drawn)	59%[activator]	·	-4%	0	3%	-19%	-5%	·	5%
8	CCC1CCCCN1C(=O)CSc1nc2c(c(=O)n(C)c(=O)n2C)n1C (stereo not drawn)	-12%	-11%	-8%	0	-18%	-4%	11%	-13%	1%
9	CCc1cc2c(cc3c(=O)n(CC(=O)N4CCN(C)CC4)ncn32)s1	21%	·	2%	-4	?	2%	9%	-11%	23%
10	CCOC(=O)c1ccc(NC(=O)CC2Nc3cccc4cccc(c34)NC2=O)cc1 (stereo not drawn)	-8%	24%[59 µM]	-9%	?	?	·	-29%	6%	12%
11	COc1ccc(CNC(=O)c2coc(=O)c3ccccc23)c(OC)c1	25%	-2%	i	1	-12%	-7%	4%	-11%	40%[activator]
12	COc1ccc(Cl)cc1-c1nc(SCC(=O)NCCN2C(=O)CSC2=O)n[nH]1	17%	2%[59 µM]	-1%	7	-8%	1%	1%	-28%	20%
13	O=C(Nc1ccccc1)C1=C[C@@H](c2coc3ccccc3c2=O)C[C@@H](OCc2ccc(CO)cc2)O1	10%	-18%[59 µM]	-7%	0	-15%	22%	-9%	-10%	-9%
14	COc1cccc(/C=N/Nc2ccccc2C(=O)O)c1O	2%	?	-1%	5	-28%	2%	6%	-28%	17%
15	Cc1csc(NC(=O)CSc2nnc(C)n2Cc2ccco2)n1	25%	-33%	-2%	-9	-9%	-3%	8%	-4%	-20%
16	CCCNc1ncccc1C(N)=O	11%	-8%	-6%	81	-2%	-1%	14%	7%	9%
17	Cc1ccc(-c2nc(C=Nc3ccccc3)c(O)o2)cc1	22%	-8%	4%	3	-14%	64%[activator]	-3%	15%	9%
18	CCOC(=O)/C(=N\Nc1ccccc1Cl)N1CC(C)OC(C)C1 (stereo not drawn)	49%[activator]	1%[59 µM]	-8%	6	-2%	4%	3%	?	25%
19	Cc1ccc(-c2nnc(Nc3ccc(Cl)c(Cl)c3)c3ccccc23)cc1S(=O)(=O)NCCO	27%	-8%[59 µM]	-6%	-1	-29%	?	-4%	2%	6%
20	Cc1ccc(-n2ncc(C(=O)Nc3ccc4c(c3)OCO4)c2C2CCN(C(=O)OC(C)(C)C)CC2)cc1	-12%	?	i	-13	?	5%	-3%	?	2%

# Next part, starting with the last two of the part before.
no.	Structure	HP1b binding inh	G9a block	Tb PGK inh	PI4K2A inh	JMJD2A Tudor	Pin1 inhibitor	ERG-DNA inh	BAZ2B block	GLS inh
19	Cc1ccc(-c2nnc(Nc3ccc(Cl)c(Cl)c3)c3ccccc23)cc1S(=O)(=O)NCCO	27%	-8%[59 µM]	-6%	-1	-29%	?	-4%	2%	6%
20	Cc1ccc(-n2ncc(C(=O)Nc3ccc4c(c3)OCO4)c2C2CCN(C(=O)OC(C)(C)C)CC2)cc1	-12%	?	i	-13	?	5%	-3%	?	2%
21	CCC(=O)c1cn(/C(=C\C(=O)OC(C)(C)C)CCC(OC)OC)cc1CC	32%	-4%[2.33 µM]	i	-1	-10%	-4%	6%	2%	4%
22	CCCNC(=O)Nc1nc(CC(=O)OCC)cs1	32%	17%[12.7 µM]	i	-5	2%	4%	-2%	-5%	0%
23	CCC(=O)N1CCc2cc(CNC(=O)C(CC)c3ccccc3)ccc21 (stereo not drawn)	30%	-2%[59 µM]	-8%	3	-10%	0%	3%	2%	-12%
24	COc1ccc(C(=O)NCC(=O)OCC(=O)NC23CC4CC(CC(C4)C2)C3)cc1	27%	·	-4%	6	5%	7%	-17%	·	-9%
25	O=C(Cc1ccccc1)Nc1sc2c(c1C(=O)Nc1ccc(Br)cc1)CCCC2	34%	-36%[59 µM]	1%	-7	-12%	27%	-4%	4%	-11%
26	Cc1cc(O)c(C(c2ccccc2)N2CCN(c3ccc(F)cc3)CC2)c(=O)n1Cc1ccco1 (stereo not drawn)	26%[57 µM]	?	-10%	-1	?	-5%	2%	-28%	3%
27	CN(C)N1C(N)=C(C#N)C(c2cccc3ccccc23)C2=C1CC(c1ccccc1)CC2=O (stereo not drawn)	6%	-14%[59 µM]	4%	3	-31%	23%	0%	-32%	?
28	Oc1ccccc1Oc1ncc(Br)c(Cl)n1	14%	-10%[2.33 µM]	2%	2	-21%	?	5%	-4%	18%
29	COc1ccc(CNc2nc(-c3cccnc3)nn2C(=O)CC(C)C)cc1	59%[activator]	11%	-1%	-6	12%	0%	3%	-3%	-12%
30	CCN(CC(=O)Nc1ccc(OC)cc1)C(=O)Cc1ccc(OC)c(S(=O)(=O)N2CCOCC2)c1	58%[activator]	-26%[12.7 µM]	i	-2	-11%	6%	6%	7%	-4%
31	O=C1CN(c2ccccc2)C(=S)N1C(=O)c1ccccc1	0%	·	i	-2	-22%	?	134%[activator]	5%	22%
32	COC(=O)N1C(=O)[C@](c2ccsc2)(C(C)C)N1C(=O)OC	52%[activator]	?	-8%	-13	-1%	2%	13%	-25%	11%
33	CCCCC(CC)C(=O)Oc1ccc(O)c(C(C)(C)C)c1 (stereo not drawn)	58%[activator]	40%[59 µM]	4%	1	-3%	?	-1%	13%	2%
34	COc1cccc(/C=C/C(=O)c2cccc([N+](=O)[O-])c2)c1	2%	·	i	4	?	-5%	3%	?	?
35	O=C(Cc1ccc(-n2cccc2)cc1)N1CCc2ccccc21	-16%	?	-1%	-2	?	1%	?	?	3%
36	Cc1ccccc1C(=O)N1CCC(C(=O)Nc2ccc3c(c2)OCO3)CC1	4%	1%[59 µM]	2%	-4	-20%	-2%	7%	3%	-3%
37	Cc1cc([N+](=O)[O-])ccc1NC(=O)CN1C2CCC1CC(NC(=O)NC13CC4CC(CC(C4)C1)C3)C2 (stereo not drawn)	25%	-9%	3%	-2	-14%	-25%	5%	0%	-1%
38	COc1ccc2c(c1OC)C(=O)OC2Nn1cncn1 (stereo not drawn)	34%	-10%[12.7 µM]	i	-2	-8%	5%	-2%	0%	?
39	CCOC(=O)Oc1ccc2oc(=O)cc(C)c2c1	24%	-44%	-7%	-7	-7%	-3%	7%	20%	-1%
40	O=C(O)CC/C(=C\c1ccc(Cl)c([N+](=O)[O-])c1)c1nc2ccccc2s1	19%	-48%	-13%	1	-25%	-2%	-6%	-39%	-1%
41	Cc1ccc(C2=NCCn3nc4cc([N+](=O)[O-])ccc4c32)cc1	9%	12%[2.33 µM]	3%	-2	?	0%	-2%	?	4%
42	COc1cccc(CNC(=O)CCc2c(C)c3cc4c(C)c(C)oc4cc3oc2=O)c1	10%	-7%[59 µM]	i	-8	-24%	3%	6%	-7%	-9%
43	CCN1CCN(CC(=O)c2cc(OC)c(OC)c(OC)c2)CC1	53%[activator]	40µM*	-9%	2	-2%	-3%	-5%	-14%	-2%
44	CCCNc1nc(OCC(F)(F)F)nc(OCC(F)(F)F)n1	30%	-10%	·	2	1%	3%	·	9%	0%
45	Nc1ccc2c(c1)C(=O)Cc1ccccc1S2	88%[activator]	49%[59 µM]	4%	-4	9%	-3%	-1%	16%	-2%
46	CCOc1nc(NCCO)nc(NCCC2=CCCCC2)n1	-1%	13%[59 µM]	-7%	3	-8%[11.4 µM]	-4%	3%	-3%	1%
47	O=C(O)COn1c(-c2ccc(Cl)cc2)nc2ccc(Cl)cc21	12%	·	-4%	-15	-9%	0%	-5%	-8%	21%
48	CCOC(=O)c1c(C)[nH]c(C(=O)OCC(=O)N(C)CC(=O)Nc2ccccc2Cl)c1C	7%	-2%[0.501 µM]	-3%	0	-17%	10%	·	-29%	1%
49	O=C(CCCc1ccccc1)NCc1cn2ccsc2n1	55%[activator]	?	i	-4	-8%	0%	-5%	5%	-5%
50	Cc1ccc(C(=O)N2CCCCC2)cc1S(=O)(=O)N1CCOCC1	10%	·	1%	-8	-18%	-5%	2%	6%	15%
51	O=C(c1cccc(C(F)(F)F)c1)C1CCCN(Cc2cccn2-c2ccccn2)C1 (stereo not drawn)	13%	16%[12.7 µM]	-1%	2	-31%	1%	-3%	?	-10%
52	COc1cccc(-c2nnc(NC(=O)c3ccc(Cl)s3)o2)c1	52%[activator]	?	-10%	-5	-12%	4%	11%	?	-4%
